# All columns: NCI-60 one-dose screen, growth in % after 48 h at 10 µM unless noted; 100 = growth as untreated, 0 = no growth, -100 = all killed.
# NCI-H522: NCI-H522 lung cancer | actives 8% (n = 78,000) | AID 1794739
# NCI/ADR-RES: NCI/ADR-RES ovarian cells; actives 4.4% (n = 81,000)
# SK-OV-3: SK-OV-3 ovarian cancer cells; actives 3.2% (n = 80,000)
# NCI-H226: NCI-H226 lung cancer; actives 3.5% (n = 79,000)
# NCI-H460: NCI-H460 lung cancer | actives 6.8% (n = 82,000) | AID 1794736
# IGROV1: IGROV1 ovarian cancer. actives 4.7% (n = 79,000). AID 1794786
# COLO 205: COLO 205 colon cancer | actives 7.3% (n = 79,000) | AID 1794742
# NCI-H322M: NCI-H322M lung cancer; actives 2.7% (n = 80,000); AID 1794733
# NCI-H23: NCI-H23 lung cancer. actives 4% (n = 80,000). AID 1794731
# * = called active by the depositor; . = not tested or not shown; & = joins results of further samples; [ ] = remark or other dose. How the source made its calls: active means growth percent below 10; inactive means the rest.
SMILES,NCI-H522,NCI/ADR-RES,SK-OV-3,NCI-H226,NCI-H460,IGROV1,COLO 205,NCI-H322M,NCI-H23
COC(=O)/C=C/CBr,100,102,108,101,104,102,104,109,98
COc1cc2cc(Oc3ccc(NC(=O)c4cc(C(F)(F)F)cc(C(F)(F)F)c4)cc3)c(C)nc2cc1OC,34,46,44,54,27,44,52,.,33
CCCCN1CCN(c2ccc3nc(-c4ccc5nc(-c6cc(OC)ccc6OC)[nH]c5c4)[nH]c3c2)CC1,106,105,.,.,100,94,.,110,98
CCCCCc1c(C)[nH]c(/C=C2\N=C(c3ccc[nH]3)C=C2Oc2ccc(Cl)cc2)c1C,.,5.3*[100 µM],1.4*[100 µM],12[100 µM],2.8*[100 µM],13[100 µM],-85*[100 µM],20[100 µM],-46*[100 µM]
CC(C)=CCC[C@@H](C)[C@H]1CC[C@@]2(C)C3=C(CC[C@]12C)[C@@]1(C)CC[C@H](O)C(C)(C)[C@@H]1CC3,95,110,108,104,107,115,110,122,113
Cn1cc(-c2nnc(-c3cn(C)c4ncc(Br)cc34)s2)c2cc(Br)ccc21,94,102,.,92,99,74,105,90,100
C=C(C)[C@@H]1CC[C@]2(C(=O)NNC(=O)c3ccncc3)CC[C@]3(C)[C@H](CC[C@@H]4[C@@]5(C)CCCNC(C)(C)[C@@H]5CC[C@]43C)[C@@H]12,99,111,110,103,101,108,114,95,107
CCCCn1c(-c2cccc(OC)c2)nc2cc(OC)c(OC)cc2c1=O,92,94,119,93,115,89,117,197,87
CCN1C(=S)N(CC)C2C1NC(=S)N2/N=C/C=C/c1ccccc1 (centres undefined),-7.6*,15,35,65,12,38,33,51,59
NS(=O)(=O)c1cccc(N/C=C/C(=O)c2ccc(F)cc2)c1,104,105,112,106,108,110,113,98,100

# Brought forward from above: 7 compounds, then new ones.
SMILES,NCI-H522,NCI/ADR-RES,SK-OV-3,NCI-H226,NCI-H460,IGROV1,COLO 205,NCI-H322M,NCI-H23
CCCCCc1c(C)[nH]c(/C=C2\N=C(c3ccc[nH]3)C=C2Oc2ccc(Cl)cc2)c1C,.,5.3*[100 µM],1.4*[100 µM],12[100 µM],2.8*[100 µM],13[100 µM],-85*[100 µM],20[100 µM],-46*[100 µM]
CC(C)=CCC[C@@H](C)[C@H]1CC[C@@]2(C)C3=C(CC[C@]12C)[C@@]1(C)CC[C@H](O)C(C)(C)[C@@H]1CC3,95,110,108,104,107,115,110,122,113
Cn1cc(-c2nnc(-c3cn(C)c4ncc(Br)cc34)s2)c2cc(Br)ccc21,94,102,.,92,99,74,105,90,100
C=C(C)[C@@H]1CC[C@]2(C(=O)NNC(=O)c3ccncc3)CC[C@]3(C)[C@H](CC[C@@H]4[C@@]5(C)CCCNC(C)(C)[C@@H]5CC[C@]43C)[C@@H]12,99,111,110,103,101,108,114,95,107
CCCCn1c(-c2cccc(OC)c2)nc2cc(OC)c(OC)cc2c1=O,92,94,119,93,115,89,117,197,87
CCN1C(=S)N(CC)C2C1NC(=S)N2/N=C/C=C/c1ccccc1 (centres undefined),-7.6*,15,35,65,12,38,33,51,59
NS(=O)(=O)c1cccc(N/C=C/C(=O)c2ccc(F)cc2)c1,104,105,112,106,108,110,113,98,100
COc1ccc(/C=C/C(=O)Nc2ccc(Cl)cc2)cc1OC,65,91,112,111,97,100,87,92,94
COc1ccc(OC)c(CN2CCC(N3CCCC(C)C3)CC2)c1 (centres undefined),108,105,108,103,115,97,106,92,104
O=C(O)c1ccc(F)cc1C(=O)O,91,97,91,.,110,103,104,103,93
CC(=O)Oc1ccccc1C(C)=O,88,99,94,98,110,.,106,110,103
CCOc1ccc(-c2cc(N)n(S(=O)(=O)c3ccc(OC)cc3)n2)cc1,101,103,114,98,99,97,116,102,115
CCOC(=O)Cc1cc(=O)c2cc(C)ccc2[nH]1,95,80,98,125,102,110,117,176,88
COc1ccc(/C(C#N)=C2\OC(=O)c3ccccc32)cc1OC,86,93,102,105,121,114,102,121,98
Cc1cc(C)nc(/C=C(\NC(=O)c2ccccc2)c2ccccc2)c1,95,94,113,96,101,104,112,102,97
CCOC(=O)c1ccc(NCn2nc(-c3cc(-c4ccccc4)nc4ccccc34)oc2=S)cc1,95,103,108,106,103,91,111,97,104
CCCC(C)CC(C(=O)OCC)C(=O)OCC (centres undefined),.,119,107,103,102,113,115,100,116
CC(NC(=O)SCc1ccccc1)C(=O)O (centres undefined),97,104,109,106,.,104,110,100,94
c1ccc(COc2cccc3ccccc23)cc1,113,107,101,99,108,96,110,94,93
N#CC(C#N)=C(C#N)Nc1ccc(F)cc1,98,103,122,94,109,108,110,106,100
c1ccc2nc(Cn3cc[n+](Cc4ccc5ccccc5n4)c3)ccc2c1,34,107,87,71,78,68,26,95,49
O=C1NC(=O)/C(=C/c2ccc(Cl)cc2Cl)S1,83,94,95,92,88,96,118,107,.
Cc1ccc2oc(C(=O)N3CCN(c4cccc(Cl)c4)CC3)c(C)c2c1,103,107,103,.,102,98,108,101,104
CCCCCC(=O)N1CCCCCC1,89,110,112,111,116,112,106,101,109
CCCCNc1cccc2ccccc12,81,98,79,94,95,.,86,90,90
COc1cc2nc(-c3ccc(C(F)(F)F)cc3)cc(OCCN3CCCCC3)c2cc1OC,91,63,84,73,46,47,27,73,85
O=C1/C(=C/c2ccc(F)cc2)SC(=S)N1N1CCOCC1,92,95,95,102,116,104,116,103,95
N#Cc1c(NC(=O)c2ccco2)[n+]([O-])c2ccccc2[n+]1[O-],.,116,110,86,107,-50*,105,103,110
CCCC1(C)NC(=O)NC1=O (centres undefined),103,99,97,92,103,106,103,92,94
COc1ccc(/C=C2\C=C(c3nc4ccccc4s3)OC2=O)cc1,89,104,89,95,100,102,99,97,90
C=NNc1nc2ccccc2s1,101,116,100,121,97,121,105,113,107
Cc1nc2c3c(ncn2n1)Oc1c(c(=O)n(C)c2ccccc12)C3c1ccc(Cl)cc1 (centres undefined),94,98,106,101,102,97,107,98,100
Cc1ccc(/C=C2\Oc3ccc(O)c(-c4ccccc4)c3C2=O)cc1,82,81,.,.,92,64,.,66,89
COc1ccc(/C=C/C(=O)c2ccc(Nc3nc(NCCO)nc(Nc4ccc(Cl)cc4)n3)cc2)cc1,72,83,.,.,62,98,.,94,90
OC(c1ccccc1)c1ccc(Cl)cc1 (centres undefined),98,112,108,106,110,102,117,108,102
[O-]/[N+](=C\c1ccc(-n2cc(Cc3cc(Cc4cn(-c5ccc(/C=[N+](/[O-])c6ccccc6)cc5)nn4)c(Cc4cn(-c5ccc(/C=[N+](\[O-])c6ccccc6)cc5)nn4)cc3Cc3cn(-c4ccc(/C=[N+](/[O-])c5ccccc5)cc4)nn3)nn2)cc1)c1ccccc1,96,98,101,113,102,107,116,94,95
NC(CCl)=NCCC[C@H](N)C(=O)O,95,101,105,.,101,116,104,100,98
NC(=O)c1ccccc1O,90,101&104,99&116,100&95,102&104,129&97,99&128,117&91,93&102
COc1c(O)cc2oc3cc(O[C@H]4O[C@H](CO)[C@@H](O)C(O)C4O)c(CC=C(C)C)c(O)c3c(=O)c2c1CC=C(C)C (some centres undefined),77,101,113,92,112,96,115,108,97
CC[N+](C)(CC)CCO,.,105,103,93,105,104,114,104,107
CCOc1cccc(-c2nc(N)nc(Nc3ccccc3SSc3ccccc3Nc3nc(N)nc(-c4cccc(OCC)c4)n3)n2)c1,91,19,125,68,36,63,109,85,44
CN1CCN(C(=O)c2ccc(-c3nc4ccc5[nH]ncc5c4c4c3CCCC4)cc2)CC1,50,89,63,71,41,45,82,70,72
COc1ccc(/C=C2N=C(/C=C/c3ccccc3)OC/2=O)cc1,.,106,101,100,102,91,106,86,108
CCOC(=O)C=O,.,107,108,108,112,112,116,103,108
CCOC(=O)c1c(C)n(-c2ccccc2)c2ccc(OC(=O)c3cc(OC)c(OC)c(OC)c3)cc12,81,88,94,.,90,103,92,95,92
Cc1ccnc(Nc2nc3ccccc3[nH]2)n1,103,112,101,108,100,98,113,103,104
O=C(Nc1nc2ccc(F)cc2s1)c1cc(-c2ccc(F)cc2)n2nc(-c3ccccc3)cc2n1,99,53,86,105,59,122,96,111,80

# Sorted by molar mass (rising): part of the list above
SMILES,NCI-H522,NCI/ADR-RES,SK-OV-3,NCI-H226,NCI-H460,IGROV1,COLO 205,NCI-H322M,NCI-H23
CCOC(=O)C=O,.,107,108,108,112,112,116,103,108
COc1ccc(/C=C2N=C(/C=C/c3ccccc3)OC/2=O)cc1,.,106,101,100,102,91,106,86,108
c1ccc2nc(Cn3cc[n+](Cc4ccc5ccccc5n4)c3)ccc2c1,34,107,87,71,78,68,26,95,49

# Further structures
SMILES,NCI-H522,NCI/ADR-RES,SK-OV-3,NCI-H226,NCI-H460,IGROV1,COLO 205,NCI-H322M,NCI-H23
NC(=O)C(N)CCO (centres undefined),92,103,98,95,105,96,118,100,100
Cn1c(=O)c2c(nc3n2CCN(CCc2ccc(OCCN4CCOCC4)cc2)C3)n(C)c1=O,94,112,118,100,107,108,115,100,101
CC(=O)N/C(=C1/OC(C(O)C(O)C(O)CO)CN1C)[P+](c1ccccc1)(c1ccccc1)c1ccccc1 (centres undefined),93,101,94,98,108,101,107,95,106
COc1ccccc1NC(=S)S,51,107,77,99,109,106,90,101,104
CC(=O)Nc1ccc(/C=C/C(=O)c2ccccc2)cc1,68,103,101,102,105,43,112,120,102
O=Nc1c(O)c(S(=O)(=O)O)cc2cc(S(=O)(=O)O)ccc12,.,115,98,109,102,.,116,94,104
Nc1ncnc2c1ncn2C1OC(CO)C(O)C1F (centres undefined),95,99,100,98,95,100,108,97,107
Cn1cnc2nc[nH]c2c1=S,86,101,105,98,108,113,116,101,99
O=[N+]([O-])/C(=C/C=C/c1ccccc1)c1ccccc1,20,78,97,88,71,-4.3*,23,100,75
CC(C)[N+](C)(CCOC(COc1ccccc1)COc1ccccc1)C(C)C,68,107,105,91,106,77,68,101,84
C=C1CCC2C3(C)COC(c4cc(F)cc(F)c4)OC3CCC2(C)C1CC(O)C1=CCOC1=O (centres undefined),12,15,102,92,66,60,60,95,65
O=C1c2ccccc2C(=O)c2c1c(Br)cc1c(=O)[nH]nnc21,89,97,100,92,106,89,104,.,75
COCCNc1nc2ccccc2c2c(=O)c3ccccc3sc12,82,86,98,69,103,74,98,97,86
COc1ccccc1/C(C)=N/NC(=O)CSc1nc2ccccc2c(=O)n1Cc1ccc(S(N)(=O)=O)cc1,82,100,115,96,100,102,119,90,97
Cc1ccc(NC(=O)Oc2ccc(Br)cc2Br)c([N+](=O)[O-])c1,85,93,102,102,109,116,109,105,84
CCOC(=O)C(CCC(=O)OC)(CCC(=O)OC)C(=O)OCC,115,105,118,106,110,114,118,110,99
O=C1c2ccccc2C(=O)N1c1nccs1,119,107,116,110,118,119,116,119,110
CCCCCCCCCCCCCC(=O)c1ccccc1,85,106,97,101,105,100,107,105,95
C=CCc1c(N(C)c2ccc(OC)cc2)ncnc1-n1c(C)nc2ccccc21,80,85,109,87,105,.,107,91,90
CC(C)(CO)CCCCCCC(C)(C)CO,99,113,110,110,107,.,116,134,107
CC(C)(C)Nc1c(-c2ccc(-c3ccccc3)cc2)nc2sccn12,74,95,95,69,89,91,104,78,79
CC1/C=C/C=C/CC/C=C/C=C/C=C/C=C/C(OC2OC(C)C(O)C(N)C2O)CC2OC(CC(O)C(O)CCC(O)CC(O)CC(O)CC(=O)OC(C)C(C)C1O)CC(O)C2C(=O)O (centres undefined),98,183,120,109,108,111,128,106,96
CC(=O)C1(O)CCCCC1,106,108,101,102,112,108,110,103,107
CCN(CC)c1ccc(C=O)cc1,90,99,113,101,103,107,113,124,101
CCCCC(CCc1ccccn1)C(=O)c1ccccc1 (centres undefined),131,104,110,118,112,101,112,103,99

# Screening results as filed in PubChem BioAssay.
